# IDH1 R132H inh – blocks human mutant IDH1 R132H enzyme | O75874 | IDH1-R132H enzyme, NADPH consumption, diaphorase/resazurin fluorescence | Potency, µM (series often up to 76.6 µM), for the others: at the highest dose activity change, negative = inhibition, actives largely listed as inhibitors | 390,000 compounds, 0.093% hits | AID 602179; also: potency is read from the fitted curve at half-maximal effect; % is scaled to controls: 0 for no effect and ±100 for the full control effect; nearly all actives have a fitted effect of over 65% in size
# Target sequence (O75874 whole entry R132H, stated change not applied): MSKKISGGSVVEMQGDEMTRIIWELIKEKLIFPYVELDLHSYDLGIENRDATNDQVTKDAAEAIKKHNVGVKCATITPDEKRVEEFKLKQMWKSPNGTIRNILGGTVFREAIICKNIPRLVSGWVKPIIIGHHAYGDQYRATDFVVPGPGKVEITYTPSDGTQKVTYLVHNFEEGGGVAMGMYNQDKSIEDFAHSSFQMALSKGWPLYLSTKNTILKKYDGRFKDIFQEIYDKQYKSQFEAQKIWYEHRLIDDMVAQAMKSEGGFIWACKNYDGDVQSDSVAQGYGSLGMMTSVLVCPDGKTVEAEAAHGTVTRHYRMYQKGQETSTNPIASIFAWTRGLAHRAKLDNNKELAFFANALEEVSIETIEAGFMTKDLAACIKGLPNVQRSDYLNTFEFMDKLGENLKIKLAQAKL
#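 IDH1-R132H (0.5 ug/mL dispensed) in pH 7.5 Tris buffer was preincubated 30 min with compound, then given a substrate mix of 0.016 mM NADPH and 2 mM alpha-KG for 80 min at room temperature; remaining NADPH was read by diaphorase/resazurin fluorescence.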
# Vif-APOBEC3G blk – blocks the Vif interaction with human APOBEC3G; Q9HC16; HeLa A3G-eYFP + Vif (tagged APOBEC3G with the HIV-1 protein that degrades it), YFP fluorescence, overnight; Potency, µM (series often up to 46.1 µM), without a hit: top-dose activity, negative = active, most hits filed as inhibitors; 410,000 compounds, 0.076% hits; AID 602310;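 also: potency is read from the fitted curve at half-maximal effect; % is scaled to controls: 0 for no effect and ±100 for the full control effect; nearly all actives have a fitted effect of over 60% in size; hits raise eYFP signal because A3G escapes Vif-driven loss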
# Target sequence (Q9HC16 whole entry, looked up): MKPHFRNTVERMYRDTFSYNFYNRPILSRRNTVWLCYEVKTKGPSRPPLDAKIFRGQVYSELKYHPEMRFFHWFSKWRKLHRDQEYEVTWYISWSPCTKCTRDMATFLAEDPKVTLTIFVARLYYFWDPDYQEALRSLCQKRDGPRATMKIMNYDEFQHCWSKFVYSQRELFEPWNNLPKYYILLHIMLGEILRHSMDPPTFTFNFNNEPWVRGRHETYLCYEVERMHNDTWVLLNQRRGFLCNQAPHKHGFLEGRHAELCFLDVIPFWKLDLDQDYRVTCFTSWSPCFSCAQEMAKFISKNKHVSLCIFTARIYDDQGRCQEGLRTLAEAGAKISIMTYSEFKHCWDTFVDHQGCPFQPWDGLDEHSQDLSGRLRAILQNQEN
#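 HeLa cells stably expressing Vif and C-terminally eYFP-tagged A3G, seeded overnight at 37 deg C, then exposed to compound by pintool overnight at 37 deg C. Rise in yellow fluorescence (Ex 488/Em 500-530, Acumen) marks blocked Vif-driven A3G degradation.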
# TrxR1 substrate – rat thioredoxin reductase 1 substrate activity | O89049 | purified TrxR1 substrate turnover, NADPH consumption readout | Potency, µM (series often up to 114 µM), without a hit: top-dose activity change, negative = substrate turnover | 390,000 compounds, 0.01% hits; also: potency is read from the fitted curve at half-maximal effect; % is scaled to controls: 0 for no effect and ±100 for the full control effect; nearly all actives have a fitted effect of over 50% in size
#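 Rat TrxR1, dispensed at 90 nM, was prereduced with 400 uM NADPH (final) for 5 min at ~22 deg C, then incubated with compound 15 min before 400 uM selenite. A first-read NADPH fluorescence drop versus no-compound background flagged substrates.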
# GRP78 ERSR act – ER stress response induction in glioma. U87-MG GRP78 promoter luciferase reporter, 16 h. Potency, µM, inactives show at the highest dose activation, most hits filed as activators. 420,000 compounds, 0.02% hits. AID 602332; also: potency is read from the fitted curve at half-maximal effect; series mostly up to about 76 µM; % of control where 0% means no effect; nearly all actives have a fitted effect of over 35% in size
#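 ERSR induction read as luciferase luminescence (Bright-Glo, 10 min at room temperature) in stably transfected human U87-MG glioma cells exposed to compounds for 16 h, using GRP78 as sensor.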
# RGS4 inh – blocks human RGS4-accelerated GTP hydrolysis; AID 504845; Transcreener GDP fluorescence polarization, RGS4-accelerated GTP hydrolysis; Potency, µM (series often up to 114 µM), for inactives: at the top dose activity change, negative = inhibition, hits mostly inhibitors; 390,000 compounds, 0.039% hits; P49798; also: potency is read from the fitted curve at half-maximal effect; % is scaled to controls: 0 for no effect and ±100 for the full control effect; nearly all actives have a fitted effect of over 75% in size; some results filed as inactive show a strong effect at the top dose
# Target sequence (P49798 whole entry, looked up): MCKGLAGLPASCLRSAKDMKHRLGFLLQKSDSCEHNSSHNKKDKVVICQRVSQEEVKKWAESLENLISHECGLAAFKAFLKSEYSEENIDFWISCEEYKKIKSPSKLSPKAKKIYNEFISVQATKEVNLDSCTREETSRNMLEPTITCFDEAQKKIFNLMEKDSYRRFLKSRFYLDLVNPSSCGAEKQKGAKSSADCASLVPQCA
#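 MLSMR compounds (23 nl, pin-transferred) preincubated 10 min at room temperature with a 500nM (2x) first reagent, then RGS4 at 900nM (2x) plus Transcreener GDP mix added; fluorescence polarization (620/688 nm) read before and after 90 min at 30 °C.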
# LDHA block – inhibitors of human lactate dehydrogenase A; P00338; purified LDHA, NADH/diaphorase-resazurin fluorescence; stronger effect = lower value; activity change, % (values are at about 110 or 230 µM); 480,000 compounds, 0.15% hits; in the data active = activity change below about -30%; inconclusive = mostly about -25% to -30%;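 also: plate controls were DMSO wells for no effect and wells without enzyme for full effect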
#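 Human LDH5 (2 nM) was incubated with 0.06 mM NADH and 0.2 mM pyruvate for 5 min at room temperature in Tris pH 7.4. Remaining NADH was coupled through diaphorase/resazurin, and resorufin fluorescence was read at 0 and 20 min.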
# USP1-UAF1 inh – blocks the human USP1/UAF1 deubiquitinase complex | O94782 | recombinant USP1/UAF1, Ub-Rhodamine cleavage fluorescence | Potency, µM (titrated, usually from 57.1 µM), inactives show at the top dose activity change, negative = inhibition, most hits filed as inhibitors | 390,000 compounds, 0.23% hits; also: potency is read from the fitted curve at half-maximal effect; % is scaled to controls: 0 for no effect and ±100 for the full control effect; nearly all actives have a fitted effect of over 60% in size; inactives centre near -12
#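 1 nM enzyme complex + cpd, 15 min RT; start with Ub-Rho 150nM final; kinetic fluorescence ex 480/em 540, 6 reads q60 s. Buffer 50mM HEPES pH 7.8, 0.5mM EDTA, 0.1 mg/ml BSA, 1mM TCEP, 0.01% Tween-20.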
# Vif-A3F inh – blocks the Vif interaction with APOBEC3F; HeLa A3F-eYFP + Vif (tagged APOBEC3F with the HIV-1 protein that degrades it), YFP fluorescence increase; Potency, µM (series often up to 46.1 µM), for inactives: at the top dose activity, negative = active; 390,000 compounds, 0.2% hits; also: potency is read from the fitted curve at half-maximal effect; % of control where 0% means no effect; nearly all actives have a fitted effect of over 65% in size
#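 HeLa cells stably expressing Vif plus C-terminally eYFP-tagged A3F were seeded, incubated overnight at 37 deg C, dosed with compound, incubated overnight again at 37 deg C. Yellow fluorescence (Ex 488/Em 500-530) reported blocked Vif-mediated A3F-eYFP degradation.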
# rTrxR1 inhibitor – blocks rat thioredoxin reductase 1. AID 588453. recombinant rTrxR1, NADPH fluorescence consumption, selenite substrate. 390,000 compounds, 1% hits. O89049. Potency, µM (series often up to 114 µM), inactives show top-dose activity change, negative = inhibition, usual class: inhibitors; also: potency is read from the fitted curve at half-maximal effect; % is scaled to controls: 0 for no effect and ±100 for the full control effect; nearly all actives have a fitted effect of over 65% in size
#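 Rat TrxR1 (90 nM in the dispensed reagent) was pre-reduced with 400 uM NADPH for 5 min at room temperature, then incubated with compound for 15 min. After 400 uM selenite was added, NADPH fluorescence (Ex 340/Em 450 nm) was followed for 8 min.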
# An asterisk follows results filed as active; ? = inconclusive; . = no result given; [ ] = dose if it differs, or a comment. Unless noted, calls follow the shape of the dose curve; as a rule, active = well fitted curve in the direction sought with a large enough effect; inconclusive = small, poorly fitted or top-dose-only effect, or another doubt; inactive = no such curve, though single readings can be large; an effect the other way counts as inactive or inconclusive.
# Preview, five compounds:
1) Oc1ccccc1-c1nc(N2CCCC2)c2ccccc2n1
2) CCCCNC(=O)N1CCN(c2ccccc2OCC)CC1
3) Cc1c(Br)cnc2ccccc12
4) O=C(Cn1cnc2cc([N+](=O)[O-])ccc2c1=O)NC1CCS(=O)(=O)C1 (stereo unspecified)
5) COc1ccc(C(=O)NNC(=O)COc2ccc(Cl)cc2C)cc1S(=O)(=O)N1CCOCC1

Assay by compound,1,2,3,4,5
IDH1 R132H inh,4%,6%,.,7%,0%
Vif-APOBEC3G blk,1%,-1%,-12%,1%,-1%
TrxR1 substrate,7%,8%[57.1 µM],-16%,0%,-11%
GRP78 ERSR act,0%,3%,-1%,2%,-3%
RGS4 inh,21%,47%,.,13%,11%
LDHA block,-6,-3,.,5,0
USP1-UAF1 inh,-21%,4%,.,-7%,-7%
Vif-A3F inh,0%,-12%,.,-4%,-8%
rTrxR1 inhibitor,20%,8%[57.1 µM],?,3%,-11%

# The list itself, repeating the preview:
1) Oc1ccccc1-c1nc(N2CCCC2)c2ccccc2n1
2) CCCCNC(=O)N1CCN(c2ccccc2OCC)CC1
3) Cc1c(Br)cnc2ccccc12
4) O=C(Cn1cnc2cc([N+](=O)[O-])ccc2c1=O)NC1CCS(=O)(=O)C1 (stereo unspecified)
5) COc1ccc(C(=O)NNC(=O)COc2ccc(Cl)cc2C)cc1S(=O)(=O)N1CCOCC1
6) O=C1c2ccccc2C(=O)N1CCCC(=O)N1CCCc2ccccc21
7) C/C=C(\C)C(=O)NCCN1C2=NC[C@H](Cc3ccc(O)cc3)N2C[C@H]1Cc1ccc(O)cc1
8) Cc1cccc2sc(N(Cc3cccnc3)C(=O)COc3ccccc3)nc12

Assay by compound,1,2,3,4,5,6,7,8
IDH1 R132H inh,4%,6%,.,7%,0%,1%,-1%,23%
Vif-APOBEC3G blk,1%,-1%,-12%,1%,-1%,-6%,-7%,1%
TrxR1 substrate,7%,8%[57.1 µM],-16%,0%,-11%,-4%,10%,-5%[57.1 µM]
GRP78 ERSR act,0%,3%,-1%,2%,-3%,3%,-2%,0%
RGS4 inh,21%,47%,.,13%,11%,9%,-3%,-3%
LDHA block,-6,-3,.,5,0,0,2,1
USP1-UAF1 inh,-21%,4%,.,-7%,-7%,-9%,-9%,-13%
Vif-A3F inh,0%,-12%,.,-4%,-8%,.,0%,-1%
rTrxR1 inhibitor,20%,8%[57.1 µM],?,3%,-11%,-16%,-5%[57.1 µM],14%[57.1 µM]

9) O=C(CSc1nnc(Nc2ccccc2)s1)NCC1CCCO1 (stereo unspecified)
10) COc1ccc(COCC(O)CN2CCN(S(=O)(=O)c3c(F)cccc3F)CC2)cc1OC (stereo unspecified)
11) CC(C)CCNC(=O)CCn1c(=S)oc2ccccc21
12) CCCC(=O)Nc1cccc(C(=O)Nc2nccs2)c1
13) COc1cc(OC)cc(C(=O)NNC(=O)CCC(=O)c2cc(C)sc2C)c1
14) Cc1cc(C)c(COc2ccc(/C=N/n3c(C)n[nH]c3=S)cc2)c(C)c1
15) CCCCC(=O)Nc1ccc(C(=O)NCCc2ccccc2)cc1
16) COc1ccc2oc(=O)c(C(=O)Nc3ccccc3O)cc2c1

Assay by compound,9,10,11,12,13,14,15,16
IDH1 R132H inh,8%,4%,-4%,-1%,1%,2%,7%,-1%
Vif-APOBEC3G blk,2%,2%,-9%,-10%,-5%,-11%,0%,0%
TrxR1 substrate,1%,-13%,0%,8%[57.1 µM],-6%,-17%,2%[57.1 µM],7%
GRP78 ERSR act,0%,-4%,-2%,2%,-5%,6%,-3%,-9%
RGS4 inh,-2%,-30%,10%,18%,-16%,-13%,13%,22%
LDHA block,-5,-3,-6,-3,2,3,-5,2
USP1-UAF1 inh,-26%,-9%,-18%,-5%,-19%,-11%,2%,-25%
Vif-A3F inh,-2%,2%,8%,-2%,1%,-11%,15%,-15%
rTrxR1 inhibitor,18%,-8%,15%,21%[57.1 µM],-5%,-31%,7%[57.1 µM],25%

17) CCCOc1ccc(/C=N/NC(=S)Nc2ccccc2[N+](=O)[O-])c(O)c1
18) CCC(=O)Nc1ccc(C(=O)CSc2nnc(-c3ccc(O)cc3)n2CC2CCCO2)cc1OC (stereo unspecified)
19) COc1ccc(CCCNC(=O)C2CCC(=O)N(Cc3ccc(Cl)cc3)C2)cc1 (stereo unspecified)
20) CCOC(=O)N1CCC(NC(=O)CS(=O)(=O)Cc2nc(-c3ccccc3C)oc2C)CC1
21) CC(=O)C(Sc1nn(C)c(=S)s1)C(=O)Nc1ccccc1 (stereo unspecified)
22) O=C(/C=C/c1cn(-c2ccccc2)nc1-c1cccnc1)N1CCCC1
23) O=C(N/N=C/c1ccccn1)c1ccc(NC(=O)c2ccc(F)cc2)cc1
24) Cc1cc(=O)[nH]c(N/N=C/c2c(C)nn(-c3ccccc3)c2C)n1

Assay by compound,17,18,19,20,21,22,23,24
IDH1 R132H inh,2%,-1%,13%,3%,-5%,2%,-12%,6%
Vif-APOBEC3G blk,-15%,3%,0%,0%,-2%,3%,2%,-8%
TrxR1 substrate,-4%,-1%,-10%,6%[57.1 µM],4%,-3%,3%,2%
GRP78 ERSR act,-9%,-6%,-2%,-6%,-3%,-1%,1%,2%
RGS4 inh,-13%,-2%,-6%,-10%,?,-32%,13%,6%
LDHA block,-3,0,-4,-3,-6,-2,-3,0
USP1-UAF1 inh,-22%,-16%,-1%,-6%,-11%,-23%,-10%,-15%
Vif-A3F inh,1%,-2%,-18%,2%,4%,2%,-19%,?
rTrxR1 inhibitor,-4%,?,-6%,0%[57.1 µM],22µM*,-4%,15%,1%

# (cont.)
# Order of results: IDH1 R132H inh	Vif-APOBEC3G blk	TrxR1 substrate	GRP78 ERSR act	RGS4 inh	LDHA block	USP1-UAF1 inh	Vif-A3F inh	rTrxR1 inhibitor
25: Cc1ccc2[nH]c(CN3CCN(C)C(CCO)C3)c(C)c2c1 (stereo unspecified)
  14%	5%	4%	-4%	-2%	-3	-24%	-2%	12%
26: O=C(OCc1nc2ccccc2s1)C1CCN(C2=NS(=O)(=O)c3ccccc32)CC1
  17%	-7%	5%	7%	-15%	-2	-14%	3%	?
27: CC1CCCC(NC(=O)CCn2c(=O)oc3ccccc32)C1C (stereo unspecified)
  1%	-7%	-1%	1%	-11%	3	-16%	-9%	0%
28: Oc1ccc2ccccc2c1C=Nc1ccccc1
  11%	-1%	-7%	-11%	?	39	-22%	8%	-11%
29: Cc1noc(C)c1C(=O)Nc1ccc(-c2nnc3n2CCCCC3)cc1
  1%	-1%	-6%	-3%	-52%	-2	-17%	2%	-17%
30: CCOc1ccc(N2C(=O)CC(n3ccc(C)n3)C2=O)cc1 (stereo unspecified)
  5%	-2%	6%	-4%	-2%	1	-14%	3%	12%
31: COc1cccc(CNC(=O)C2CCCN(S(=O)(=O)c3c(C)n[nH]c3C)C2)c1 (stereo unspecified)
  4%	0%	-5%	-1%	-36%	-7	-3%	1%	0%
32: CCC/C(=C1/C(=O)CC(C)(C)C(C(=O)OC)C1=O)N1CCCC1 (stereo unspecified)
  -1%	-1%	-5%	6%	7%	1	-6%	0%	8%
33: CC(NC(=O)Cc1ccc(S(=O)(=O)N2CCOCC2)s1)c1ccc(Br)cc1 (stereo unspecified)
  6%	0%	-17%	-2%	9%	-3	0%	-3%	-15%
34: CN(CCC1CCOCC1)Cc1nc(Cc2ccccc2F)no1
  19%	-4%	-1%	-1%	-29%	-2	-1%	0%	7%

# Going on with the list.
# Order of results: IDH1 R132H inh	Vif-APOBEC3G blk	TrxR1 substrate	GRP78 ERSR act	RGS4 inh	LDHA block	USP1-UAF1 inh	Vif-A3F inh	rTrxR1 inhibitor
35: CCNc1sc(S(C)(=O)=O)nc1S(=O)(=O)c1ccc(C)cc1
  13%	2%	-7%	-3%	-5%	-11	8%	-1%	5%
36: CCCc1cc(=O)[nH]c(Nc2cc(C)ccc2OC)n1
  1%	-8%	17%	-3%	6%	0	-20%	-11%	20%
37: CC(=O)N1C[C@H]2CON(C)[C@H]2C[C@H]1c1cccc(-c2cc(Cl)cc(Cl)c2)c1
  1%	-5%	.	6%	.	-20	-22%	-13%	.
38: Cc1ccc(NC(=O)COC(=O)C2CCC(=O)N2)c(S(=O)(=O)N2CCOCC2)c1 (stereo unspecified)
  2%	3%	7%[57.1 µM]	-5%	43%	-11	-1%	-3%	9%[57.1 µM]
39: COC(=O)c1sc(N)c(C(=O)OC)c1COC(=O)[C@@H](NS(=O)(=O)c1cccc(Cl)c1)C(C)C
  2%	-15%	-6%	-3%	20%	-5	-22%	9%	7%
40: CCCC(=O)c1ccc(N2CCN(C(=O)c3cccs3)CC2)c(F)c1
  0%	-2%	-4%	0%	14%	0	-19%	-1%	14%
41: Cc1ccc(Oc2coc3cc(OC(=O)c4cccs4)ccc3c2=O)cc1
  2%	1%	-1%	3%	25%	-4	-8%	-11%	6%
42: CC(C)CNC(=O)COC(=O)c1n[nH]c2ccccc12
  2%	-1%	9%[57.1 µM]	6%	7%	-3	-18%	4%	6%[57.1 µM]

# Screening data (PubChem)

# Not all compounds are listed. The share of hits here may be higher or lower than overall.
